Screening data from PubChem.
LYPLA1 counter: LYPLA1 (human) inhibition in PME1 counter-screen. hit rate 0.16% among 320,000. O75608. inhibition, % at 5.9 µM. recombinant LYPLA1, FP-Rh probe fluorescence polarization;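 active = inhibition above the mean of all tested compounds plus 3 SD, set per campaign, cut at about 14% in these data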;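 note: inhibitors block serine hydrolase probe labeling of LYPLA1 so polarization falls; 0% = enzyme with DMSO and 100% = wells lacking LYPLA1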
PAD4 inh: PAD4 (human) enzyme inhibition; inhibition, % at 6.36 µM; recombinant PAD4, RCA probe fluorescence polarization; hit rate 0.41% among 330,000;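 active = percent inhibition above a cutoff equal to the mean of all tested compounds plus 3 SD, cut at about 15% in these data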;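 note: 0% = PAD4 with RCA probe and DMSO and 100% = probe without PAD4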
PAFAH1B3 FP inh: inhibitors of human PAFAH1B3. AID 492972. hit rate 0.28% among 340,000. inhibition, % at 3.39 µM. recombinant PAFAH1B3, FP-rhodamine probe, fluorescence polarization;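 active = inhibition above the screen-wide average of all tested compounds plus 3 SD, cut at about 25% in these data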;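 note: 0% = enzyme with DMSO only and 100% = wells lacking PAFAH1B3 protein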
PME-1 inh: PME-1 (human) inhibition | Q9Y570 | recombinant PME-1, FP-Rh probe fluorescence polarization | inhibition, % at 5.9 µM | hit rate 0.53% among 320,000;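 active = inhibition above the campaign mean of all compounds plus 3 SD, cut at about 26% in these data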;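 note: competitive labeling of PME-1 active site by serine hydrolase directed probe; 0% = PME-1 with DMSO and 100% = wells lacking PME-1 enzyme; inhibitors block probe labeling so polarization falls and inhibition rises; many of its hits are not listed in these tables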
Target sequence (Q9Y570 whole entry, looked up): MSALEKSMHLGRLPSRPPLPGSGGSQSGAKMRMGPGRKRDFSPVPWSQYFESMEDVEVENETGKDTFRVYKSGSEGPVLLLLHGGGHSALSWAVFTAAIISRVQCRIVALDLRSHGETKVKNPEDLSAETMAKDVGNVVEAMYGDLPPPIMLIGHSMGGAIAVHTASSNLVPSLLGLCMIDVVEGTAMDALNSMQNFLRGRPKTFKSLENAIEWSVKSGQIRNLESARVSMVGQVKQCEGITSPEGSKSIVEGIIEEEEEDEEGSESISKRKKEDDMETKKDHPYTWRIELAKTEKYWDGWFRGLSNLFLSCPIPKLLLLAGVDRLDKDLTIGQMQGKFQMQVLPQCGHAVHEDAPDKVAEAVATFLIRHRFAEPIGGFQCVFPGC
Fam108B inh: counter-screen for RBBP9 inhibitors: inhibitors of mouse Fam108B; inhibition, % at 9.51 µM; hit rate 0.33% among 300,000; recombinant Fam108B, FP-Rh probe fluorescence polarization;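 active = inhibition above the screen mean inhibition plus 3 SD, computed separately per campaign, cut at about 18% in these data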;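 note: inhibitors lower polarization as less probe binds the enzyme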
PAFAH1B2 inh: blocks human PAF acetylhydrolase 1b catalytic subunit 2. P68402. recombinant PAFAH1B2, FP-rhodamine activity probe, fluorescence polarization. inhibition, % at 3.39 µM. hit rate 1.2% among 340,000. AID 492953;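 active = inhibition above the mean of all tested compounds plus 3 SD, cut at about 24% in these data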;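 note: 0% = enzyme with DMSO and 100% = wells lacking PAFAH1B2; many of its hits are not listed in these tables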
Target sequence (P68402 whole entry, looked up): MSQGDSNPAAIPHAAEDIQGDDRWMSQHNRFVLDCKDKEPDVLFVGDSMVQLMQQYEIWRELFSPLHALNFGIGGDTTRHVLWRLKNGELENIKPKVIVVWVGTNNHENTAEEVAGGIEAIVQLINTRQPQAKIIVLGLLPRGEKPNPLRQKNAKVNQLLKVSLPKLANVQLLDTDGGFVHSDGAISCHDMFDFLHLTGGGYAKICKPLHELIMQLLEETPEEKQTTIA
pPAFAH inh: pPAFAH (human) enzyme inhibition; Q13093; recombinant pPAFAH, FP-rhodamine probe fluorescence polarization; inhibition, % at 3.39 µM; hit rate 1.5% among 330,000; AID 463082;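 active = inhibition above the mean inhibition across the screen plus 3 SD, cut at about 25% in these data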;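 note: inhibitors block binding of the rhodamine activity-based probe so polarization drops; 0% = enzyme with DMSO and 100% = wells lacking pPAFAH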
Target sequence (Q13093 whole entry, looked up): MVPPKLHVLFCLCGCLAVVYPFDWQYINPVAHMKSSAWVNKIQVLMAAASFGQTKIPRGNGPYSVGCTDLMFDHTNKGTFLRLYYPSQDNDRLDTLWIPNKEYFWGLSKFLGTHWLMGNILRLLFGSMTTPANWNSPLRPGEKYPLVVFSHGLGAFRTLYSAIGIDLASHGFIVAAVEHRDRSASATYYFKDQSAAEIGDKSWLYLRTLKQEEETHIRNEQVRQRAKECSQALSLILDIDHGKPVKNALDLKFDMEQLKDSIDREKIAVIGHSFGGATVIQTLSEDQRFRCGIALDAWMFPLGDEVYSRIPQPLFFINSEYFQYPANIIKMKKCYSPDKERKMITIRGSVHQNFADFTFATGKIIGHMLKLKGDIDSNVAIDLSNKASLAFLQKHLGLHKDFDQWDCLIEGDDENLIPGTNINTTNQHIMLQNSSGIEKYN
PAFAH2 FP inh: PAFAH2 (human) inhibition. Q99487. inhibition, % at 3.39 µM. recombinant PAFAH2, FP-rhodamine activity probe, fluorescence polarization. hit rate 0.99% among 340,000. AID 492956;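 active = inhibition above the mean over all tested compounds plus 3 SD, cut at about 30% in these data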;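 note: inhibitors block probe labeling of enzyme so polarization drops; 0% = enzyme with DMSO and 100% = wells lacking PAFAH2 protein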
GSTO1 inh: GSTO1 inhibition, counter-screen for RBBP9 inhibitors; P78417; recombinant GSTO1, activity-based probe fluorescence polarization; inhibition, % at 5.96 µM; hit rate 1.1% among 300,000;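 active = inhibition above the campaign mean inhibition plus 3 SD, cut at about 35% in these data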;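 note: 0% = GSTO1-1 with DMSO and 100% = wells lacking GSTO1-1 enzyme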
* hit, by the source's call; nt = no result given.

SMILES	LYPLA1 counter	PAD4 inh	PAFAH1B3 FP inh	PME-1 inh	Fam108B inh	PAFAH1B2 inh	pPAFAH inh	PAFAH2 FP inh	GSTO1 inh
CC(=O)N(C)c1ccc(NC(=S)NC(=O)/C=C/c2ccco2)cc1	-5.2	0.3	9.4	-1.9	-3.5	3.6	13.8	4.0	3.6
COC(=O)NC(Nc1sc2c(c1C(N)=O)CCCC2)(C(=O)OC)C(F)(F)F (centres undefined)	-2.8	-8.4	-6.3	-3.8	0.3	4.4	4.0	-4.3	8.8
N#CCSc1nnc(N)s1	-1.9	-4.9	-5.9	-0.3	-4.3	0.0	-0.2	4.0	-8.4
COc1ccc(/C=C(\NC(=O)c2ccco2)C(=O)N2CCOCC2)cc1	4.2	-5.7	8.9	1.8	5.0	3.2	1.5	3.6	5.7
CCOC(=O)c1cc(-c2ccccc2)n(CC(=O)N2CCCC2)c1C	-0.5	4.9	7.1	6.1	12.3	-2.3	7.8	6.9	-7.1
CCN1CCCC1CNC(=O)Cn1nc(C)n2c(cc3cc(F)ccc32)c1=O (centres undefined)	-1.8	-1.5	1.5	1.9	1.0	-1.4	-2.0	-4.8	1.7
Cc1ccc(NC(=O)c2cccc(NC(=O)CCC(=O)O)c2)cc1C	-0.3	0.8	2.9	-6.4	2.0	4.0	-4.4	2.8	-3.9
Cc1ccc(Cc2nnc(SCC(=O)Nc3ccccc3)[nH]c2=O)cc1	0.9	-6.0	7.0	-3.0	2.5	9.6	2.2	0.5	-13.7
COc1cc2nc(N3CCNCC3)nc(N)c2cc1OC	3.5	6.1	10.2	-8.3	-0.1	4.0	1.6	1.1	3.8
Cc1c(N=Cc2cc(Br)cc(Br)c2O)cccc1C(=O)O	-0.4	-1.7	8.0	-2.4	3.2	0.7	-0.5	-0.4	4.3
CCCCCn1c(CN2CCN(c3cccc(Cl)c3)CC2)nc2c1c(=O)n(C)c(=O)n2C	-3.1	-2.3	2.0	1.3	-0.5	-2.4	6.1	8.8	0.6
CCOC(=O)CCc1c(C)c2ccc(OCC(=O)N3CCOCC3)c(C)c2oc1=O	2.3	-0.2	5.6	6.6	0.9	1.0	3.8	-6.6	2.1
CCOC(=O)c1cnc2c(C(F)(F)F)cccc2c1N1CCOCC1	3.5	-2.2	1.1	2.4	3.7	-6.2	5.3	-1.7	0.6
COC(=O)C1N[C@@H]([C@@H](NC(=O)COc2ccccc2)C(=O)NC2CC2)SC1(C)C (some centres undefined)	-2.3	-0.2	-1.7	-3.4	-1.4	-0.4	4.3	-0.9	2.2
O=c1[nH]c(=S)[nH]c2[nH]c(=S)[nH]c12	1.1	-3.5	nt	-4.2	3.2	nt	6.2	nt	17.0
CN(C)/C=C/C(=O)c1cc(N2CCOCC2)ccc1[N+](=O)[O-]	-1.4	-7.2	1.0	7.2	0.1	0.0	14.5	8.9	7.5
Cc1ccccc1N=C1NC(=O)/C(=C/c2cccnc2)S1	-2.8	0.8	8.5	-0.1	-0.3	4.3	12.2	8.3	-22.8
CCNC(=S)N(Cc1cc2cccc(C)c2[nH]c1=O)C1CCCC1	-5.6	-1.2	-1.0	0.9	-0.1	-4.6	7.0	-1.6	2.7
Cc1ccc2nc(N3CCOCC3)c3nncn3c2c1	3.5	6.1	5.0	3.8	0.1	0.1	-1.9	3.2	2.7
CCSc1nnc([C@@H]2CCCN2C(=O)OC(C)(C)C)o1	0.4	-0.5	1.3	-0.4	-0.8	-5.5	-4.5	5.6	-5.4
N#Cc1c(-c2c(Cl)cccc2Cl)noc1/C=C/Nc1ccc(C(=O)O)cc1	-2.9	-12.1	-7.8	2.7	9.4	-2.2	24.6*	22.0	6.2
O=C(NNC(=O)c1ccc(Cl)cc1Cl)c1cccs1	-0.5	0.5	4.5	-0.8	3.9	-1.9	-2.7	-0.1	4.8
O=C(O)c1ccccc1SCc1ccc2c(c1)OCO2	-0.3	3.5	-4.2	-4.3	0.0	7.9	-7.6	-0.1	1.4
Cc1cc(=O)n(CNC(=O)c2ccccc2)c(=S)[nH]1	-2.0	-0.4	8.2	-1.9	-3.8	0.9	4.7	16.0	-2.4

Records listed above shown as hits in pPAFAH inh.
SMILES | PAD4 inh | PAFAH1B3 FP inh | PME-1 inh | PAFAH1B2 inh | pPAFAH inh | PAFAH2 FP inh
N#Cc1c(-c2c(Cl)cccc2Cl)noc1/C=C/Nc1ccc(C(=O)O)cc1 | -12.1 | -7.8 | 2.7 | -2.2 | 24.6* | 22.0

(list continues)
SMILES	LYPLA1 counter	PAD4 inh	PAFAH1B3 FP inh	PME-1 inh	Fam108B inh	PAFAH1B2 inh	pPAFAH inh	PAFAH2 FP inh	GSTO1 inh
CC(C)(C)OC(=O)N1CCC(C(N)=O)CC1	1.4	-1.3	-0.8	-4.3	-1.8	4.7	1.4	5.5	-6.1
CS(=O)(=O)N(CC(=O)NCc1ccco1)c1ccc2c(c1)OCO2	0.4	-0.3	-1.0	-1.2	1.1	-1.8	0.9	4.9	2.1
CC(C)(O)c1cc2ccc(C#Cc3ccsc3)cc2c(=O)o1	-2.3	-1.0	6.4	-6.3	nt	1.6	4.5	-4.6	nt
O=C(/C=C/Nc1ccccc1F)c1cccs1	-1.3	-6.3	6.8	-0.1	3.2	2.4	6.7	1.3	-2.8
CC1CCN(CCCCOc2cccc(C(C)C)c2)CC1	2.7	2.8	3.8	-0.7	-0.6	11.1	7.7	8.2	-6.4
CC(C)(CC(=O)O)CC(=O)Nc1ccc(Cl)c(Cl)c1	1.3	-1.7	0.8	-3.1	0.4	-1.8	1.7	-4.5	-0.3
CCOC(=O)N1CCN(C(=O)COc2ccc(Cl)cc2)CC1	3.1	2.6	4.8	2.2	2.8	-0.3	-0.6	-0.4	4.2
COc1ccc(OC)c(C2C(C(=O)c3cccs3)=C(O)C(=O)N2c2cc(C)on2)c1 (centres undefined)	-2.5	-5.4	-0.2	-1.8	1.5	9.0	-1.8	8.6	0.2
O=C(CSc1nc2ccccc2o1)N1c2ccccc2Sc2ccc(Cl)cc21	-9.5	0.0	4.5	-7.7	-3.8	-3.0	-8.6	-7.0	7.9
Cc1ccc2c(C)c(C(=O)NCCN3CCCC(O)C3)oc2c1C (centres undefined)	-5.1	-0.3	5.4	-1.5	0.9	0.2	5.2	-9.3	-7.4
Cc1c(C(=O)C(=O)NCc2cccs2)c2ccccc2n1C	2.4	1.6	2.6	-1.9	0.5	-2.9	-1.3	1.2	5.8
C#CCSc1nnnn1-c1ccc(Br)c(C)c1	1.8	0.6	4.2	-3.9	-2.0	3.7	8.0	-0.7	10.2
O=c1c2cc(Br)ccc2[nH]c(=S)n1Cc1ccccc1	-5.9	-1.3	9.8	-10.1	-16.1	7.9	26.0*	0.7	2.5
O=C1c2nccnc2C(=O)N1c1ccc(F)cc1	-7.3	-3.2	-1.5	5.1	0.6	2.8	6.8	-5.1	-8.6
O=C(COC(=O)c1ccccn1)NCc1cccs1	-3.3	0.7	0.9	-3.6	-5.5	3.5	3.7	-0.8	3.9
CCc1c(C)n2nc(C)cc2[nH]c1=O	0.6	3.1	4.4	0.5	-6.3	2.6	4.0	2.4	-1.2
O=C(NCC1CCCO1)c1ccc(CNS(=O)(=O)c2ccc(F)c(Cl)c2)cc1 (centres undefined)	-1.9	-0.4	1.1	1.0	-1.9	4.9	0.8	7.5	-4.5
Cn1ncc(Cl)c1C(=O)N/N=C/c1ccccn1	0.7	-5.2	7.8	-0.4	-2.6	4.1	1.6	2.8	-3.7
CCOC(=O)N1CCN(C(=S)Nc2ccc(C)c(C)c2)CC1	-3.7	-5.2	0.6	-4.3	2.5	1.0	2.0	-0.2	0.2
CCOc1ccc2nc(NS(=O)(=O)Cc3ccccc3)sc2c1	2.4	-3.6	0.7	4.9	2.1	1.8	10.2	10.2	13.5
CCOC(=O)Nc1ccc(C(N)=O)cc1	1.0	0.2	4.9	-2.6	3.1	0.2	1.3	0.8	1.7
CC(C)CCNC(=O)CN(Cc1ccccc1Cl)C(=O)CCC(=O)Nc1ccccn1	-4.7	-1.9	5.0	-1.8	-2.4	-3.8	7.7	-11.3	0.4
Cc1ccc(OCC(=O)Nc2ccccc2C(=O)N2CCCCC2)cc1	-2.7	-1.4	2.2	0.6	1.4	10.0	4.4	0.8	-6.2
CCc1ccc2oc(C(=O)Nc3cccnc3)c(C)c2c1	-7.8	-1.3	7.2	-11.3	-2.2	-0.5	-3.5	1.7	-0.9
CN(Cc1cccc(C(F)(F)F)c1)Cc1nc(-c2cnccn2)no1	1.5	-1.3	9.8	0.1	1.8	-0.2	3.9	0.9	1.7
O=C(O)CSc1nnc2c(n1)[nH]c1ccccc12	-0.4	0.7	5.7	2.4	1.6	0.5	8.8	6.0	-1.9
COc1ccc(/C=C/c2cc(C(F)(F)F)on2)cc1	-4.3	1.4	11.6	-0.7	1.5	1.6	-1.6	-2.2	4.0
CCN(CC)c1ccc(NC(=O)C2CCCN(S(=O)(=O)c3cccnc3)C2)c(C)c1 (centres undefined)	-3.4	1.0	4.7	-1.6	1.4	-0.6	1.1	0.6	0.4
O=C(CSc1ccccc1)N1CCN(C(=O)c2ccco2)CC1	2.2	0.8	4.5	-0.4	1.2	4.6	4.6	4.5	10.8
O=c1cc(O)sc2ccccc12	-5.1	-0.8	3.5	-5.2	-3.9	4.6	6.2	5.3	-9.3
C/C(=N\NC(=O)CCCCCNC(=O)c1ccccc1)c1ccccc1O	1.0	1.5	-0.1	4.8	-2.9	4.9	7.4	-6.1	-5.4
CCOC(=O)N1CCN(C(=O)CCCn2nc(C)c3sc4ccccc4c3c2=O)CC1	2.7	3.4	-2.1	2.0	-1.1	0.4	0.1	5.2	12.3
CCC1NC(=S)N(C2CCCCC2)C1=O (centres undefined)	0.1	-2.4	11.5	-3.9	1.5	8.1	0.0	-7.8	2.1
Cc1cc(C(=O)Nc2c[nH]c(=O)[nH]c2=O)ccc1[N+](=O)[O-]	-1.9	3.1	-4.2	1.3	-3.0	0.4	-5.2	7.2	4.9
O=C(O)c1ccc2c(=O)n(-c3ccccc3F)c(=S)[nH]c2c1	-0.6	0.3	2.9	-0.4	-4.9	3.3	0.8	-0.4	6.2
O=C(Nc1ccccc1)/C(=C\c1ccncc1)NC(=O)c1ccccc1	2.5	-0.9	5.0	3.1	-0.4	3.1	4.4	0.8	4.5

Copied from the list:
Under GSTO1 inh, O=C(Nc1ccccc1)/C(=C\c1ccncc1)NC(=O)c1ccccc1 has the entry 4.5
Under pPAFAH inh, Cc1cc(C(=O)Nc2c[nH]c(=O)[nH]c2=O)ccc1[N+](=O)[O-] has the entry -5.2

(listing goes on)
SMILES	LYPLA1 counter	PAD4 inh	PAFAH1B3 FP inh	PME-1 inh	Fam108B inh	PAFAH1B2 inh	pPAFAH inh	PAFAH2 FP inh	GSTO1 inh
CCOC(=O)N1CCN(C(=O)c2cccn3c(=O)c4cc(Cl)ccc4nc23)CC1	-1.1	-1.2	-3.1	3.5	0.3	-1.4	-0.2	0.0	7.2
O=c1cc(O)c2c(=O)n(-c3ccccc3)c3c(c2o1)CCCCCC3	-2.9	-3.9	2.5	-3.0	1.5	7.5	0.9	1.6	-3.1
COc1ccc(-c2cc(C(=O)N3CCN(c4ccccc4OC)CC3)no2)cc1OC	4.6	-0.1	2.7	-2.9	1.3	0.3	-0.3	-7.8	1.8
Cc1ccc(S(=O)(=O)N(C)Cc2cc3ccccc3[nH]c2=O)cc1	-3.0	1.5	6.3	2.8	2.6	7.8	15.4	3.0	-4.4
O=C(NCc1ccc(Cl)cc1)C(=O)NCC(c1cccnc1)N1CCN(c2ccc(F)cc2)CC1 (centres undefined)	-0.1	3.3	2.2	2.8	-2.5	10.9	-1.3	3.5	-0.2

Not all compounds are listed, so the mix of outcomes need not match the whole.
